# All columns: NCI-60 one-dose screen, growth in % after 48 h at 10 µM unless noted; 100 = growth as untreated, 0 = no growth, -100 = all killed.
# MOLT-4 = MOLT-4 leukemia cells. 80,000 tested, 6.9% active. AID 1794779
# MDA-MB-435 = MDA-MB-435 melanoma; 82,000 tested, 7.8% active; AID 1794794
# MCF7 = MCF7 breast cancer; AID 1794796; 82,000 tested, 6.3% active
# MDA-MB-231 = MDA-MB-231 breast cancer; 81,000 tested, 5% active
# K-562 = K-562 leukemia. 78,000 tested, 7.4% active
# RPMI-8226 = RPMI-8226 leukemia cells | 77,000 tested, 7.5% active | AID 1794781
# SR = SR leukemia cells; AID 1794780; 73,000 tested, 8.7% active
# MDA-MB-468 = MDA-MB-468 breast cancer. 78,000 tested, 8.5% active
# Active calls of the source: *; . = no result given; & = joins results of further samples; ! = repeats disagree; [ ] = remark or other dose. How the source made its calls: active means growth percent below 10; inactive means the rest.
# Below each compound – MDA-MB-231 | RPMI-8226 | MDA-MB-435 | MCF7 | K-562 | MDA-MB-468 | SR | MOLT-4
1	Nc1c(C(=O)Nc2cccc(C(F)(F)F)c2)sc2nc3c(cc12)C(O)CCC3 (stereo not drawn)
  62 | 16 | -17* | 10 | 14 | 22 | 24 | 25
2	COc1ccc(/C(C)=N/N=C2C(=O)N(C)c3ccccc32)cc1S(N)(=O)=O
  92 | 107 | 105 | 86 | 93 | 82 | 86 | 97
3	Cc1ccc(-c2nc(C#N)c(N3CCN(S(C)(=O)=O)CC3)o2)cc1
  99 | 102 | 98 | 96 | 113 | 106 | 103 | 95
4	COc1ccc(/C=C2\Oc3cc4occc4c(OC)c3C2=O)cc1
  75 | 87 | 100 | 74 | 98 | 115 | 90 | 88
5	Cc1nn(-c2ccccc2)c(N2CCCCC2)c1-c1nc2ccc(C(=O)O)cc2[nH]1
  99 | 91 | 105 | 105 | 86 | 106 | 90 | 103
6	Brc1ccc(-c2nnc(CN3C=NC4C(N5CCOCC5)=NC=NC43)o2)cc1 (stereo not drawn)
  95 | . | 102 | 92 | 92 | 112 | 103 | 100
7	COc1ccc(/C=C2\CCc3ccccc3C2=O)cc1
  87 | 82 | 9.5* | 86 | 21 | 77 | . | 74
8	CCn1cc(C(=O)NN=C2CCCC2)c(=O)c2ccc(C)nc21
  93 | 93 | 87 | 83 | 93 | 92 | 99 | 100
9	FC(F)(F)c1cc2c(Cl)ncnc2n1CCC1CCOCC1
  0.4* | 72 | -30* | 35 | -26* | -83* | -64* | -38*
10	CC12CCC3c4ccc(O)cc4CCC3C1CCC2OC1CCCCO1 (stereo not drawn)
  77 | 81 | 94 | 97 | 89 | 93 | 84 | 80
11	CC(=O)c1ccc(NC(=O)CSc2nnc(-c3ccc(Cl)cc3)o2)cc1
  109 | 101 | 104 | 91 | 95 | 90 | 99 | 91
12	Cc1cn(-c2nc3c(c(NCc4ccccc4)n2)COCC3)c2cccc(C(N)=O)c12
  58[0.5 µM] | -15*[0.5 µM] | 64[0.5 µM] | 36[0.5 µM] | . | 114[0.5 µM] | 51[0.5 µM] | 61[0.5 µM]
13	COc1ccc(N2CCN(/C(=N\c3sc(-c4ccccc4)nc3-c3ccccc3)c3ccccc3)CC2)cc1
  105 | 88 | 104 | 80 | 83 | 100 | 91 | 102
14	COc1ccc(C(O)c2cc3c(N)c(C(=O)Nc4cccc(Br)c4C)sc3nc2C)cc1 (stereo not drawn)
  6.0* | 7.3* | 8.9* | 22 | 5.9* | 7.5* | 1.9* | 23
15	O=C(O)C(=O)Cc1ccccc1[N+](=O)[O-]
  107 | . | 128 | 109 | 109 | 133 | 91 | 103
16	Cc1ccc(N2CCN(CC(O)c3ccccc3)CC2)cc1 (stereo not drawn)
  106 | 115 | 118 | 107 | 95 | 109 | 97 | 94
17	C[C@@H]1C(=O)O[C@H]2[C@H]1CC/C(COC(=O)OCCCCCOC(=O)OC/C1=C/CC[C@@]3(C)O[C@H]3[C@H]3OC(=O)[C@@H](C)[C@@H]3CC1)=C\CC[C@@]1(C)O[C@@H]21
  96 | 97 | 104 | 96 | 98 | 97 | 100 | 98
18	O=c1oc2ccc(-c3ccc(F)cc3F)cc2c(=O)n1-c1ccc(Cl)c(C(F)(F)F)c1
  -20*! | -32* | -5.3* | -16* | 10&11 | -40* | . | -8.2*
19	O=C(Nc1ccccc1)Oc1ccc2ccccc2c1
  101 | 98 | 96 | 89 | 101 | 91 | 94 | 100
20	CCOC(=O)[C@H](CCc1ccccc1)N[C@H]1CCc2ccccc2N(CC(=O)O)C1=O
  57 | 73 | 93 | . | 107 | 73 | . | 91
21	COC(=O)c1c(C(=O)OC)c2n(c1C)[C@@H]([C@@H](C)[C@H]1CC[C@H]3[C@@H]4CCC5=CC(=O)CC[C@]5(C)[C@H]4CC[C@]13C)SC2
  57 | -11* | 22 | 4.3* | 16 | 11 | 18 | 2.6*
22	ClC(Cl)c1ccccc1C(Cl)(Cl)Cl
  106 | 114 | 121 | 97 | 115 | 110 | 94 | 95
23	COc1ccc(Cc2nc3cc(OC)c(OC)cc3c(=O)[nH]2)cc1
  73 | 53 | 87 | 92 | 115 | 56 | 36 | 81
24	CCOC(=O)C(C)C/C(C)=N/NC(N)=O (stereo not drawn)
  105 | . | 100 | 93 | 96 | 97 | 85 | 67
25	c1ccc2sc(-c3nc4ccccc4s3)nc2c1
  89 | 94 | 105 | 79 | . | 106 | 86 | 95
26	CC(Nc1ccc(Br)cc1C(=O)O)C(=O)O (stereo not drawn)
  107 | 102 | 104 | 98 | 96 | 97 | 109 | 99
27	c1cncc(CNNc2ncnc3ccccc23)c1
  98 | 111 | 105 | 91 | 109 | 113 | 107 | 110
28	COc1cc(-c2nc(SCCC(C)C)nc(Nc3ccccc3C)c2C#N)cc(OC)c1OC
  94 | . | 107 | 101 | 97 | 119 | 102 | 103
29	N/C(=C\C(=O)n1nc(-c2ccccc2)cc1N)c1ccccc1
  51 | 43 | -0.7* | 35 | 26 | 19 | . | 43
30	COc1c(B(O)O)cccc1-c1nc2ccc3[nH]ncc3c2c2c1CCC2
  41 | 60 | 64 | 74 | 78 | 60 | 68 | 62
31	C=CCn1c(SCC(=O)Nc2ccc(C(=O)/C=C/c3ccc(C)cc3)cc2)nnc1-c1c[nH]c2ccccc12
  89 | 35 | 97 | 20 | 61 | 85 | 72 | 61
32	OCC1CCCCC1
  104 | 101 | 101 | 99 | 81 | 100 | . | 65
33	Oc1ccccc1-c1nnc(CNc2ccc(F)c(Cl)c2)o1
  83 | 81 | 104 | 43 | 80 | 85 | 67 | 60
34	COc1ccccc1NC(=O)N/N=C/c1c[nH]c2ccccc12
  52 | 13 | -23* | 6.6* | 15 | -6.0* | 15 | 7.1*
35	COc1ccc(C2=NN(C(N)=S)C(c3ccc(Cl)cc3)C2)cc1S(=O)(=O)Nc1cccnc1 (stereo not drawn)
  97 | 92 | 109 | 90 | 93 | 117 | . | 107
36	Cc1ccc(-c2nnc(N3c4ccccc4C=Cc4ccccc43)o2)cc1
  91 | 48 | 105 | 84 | 52 | 93 | 39 | 79
37	CC(=O)OCCN1C(=O)c2ccccc2C1=O
  115 | 97 | 104 | 96 | 110 | 108 | . | .
38	CCN(CC)CC(=O)Nc1c(C)ccc(N)c1C
  107 | 111 | 100 | 92 | 128 | 96 | 151 | 115
39	Cc1cc2ncn(C(=O)Nc3ccccc3)c2cc1C
  111 | 91 | 103 | 93 | 100 | 99 | 92 | 100
40	CC(C)OC(=O)Nc1cccc([N+](=O)[O-])c1
  101 | 100 | 108 | 85 | 109 | 93 | . | 111
41	O=C1N(Cc2ccccc2)c2ccccc2C12CC(c1ccccc1)=NN2 (stereo not drawn)
  93 | 83 | 109 | 96 | 81 | 103 | 73 | 82
42	Nc1ncnc(NC2CCCCC2)n1
  107 | 101 | 109 | 93 | 109 | 95 | . | 101
43	Cc1cc(-c2ccc(O)c(C)c2)ccc1O
  89 | 78 | 106 | 117 | 87 | 116 | 72 | 83
44	O=C1CCCC2=C1C(c1c[nH]c3ccc(Br)cc13)Cc1cc(Br)ccc1N2 (stereo not drawn)
  40 | 25 | -10* | 23 | 20 | -6.5* | 33 | 21
45	C=CCc1cc(-c2nc(N)nc(N)n2)cc(C)c1O
  104 | 100 | 111 | 107 | 99 | 101 | . | .
46	O/N=C(\C=N\O)c1ccccc1
  98 | 94 | 95 | 99 | 109 | 86 | 102 | 121
47	Cc1cc(C)cc([N+](=O)[O-])c1
  103 | 123 | 112 | 115 | 99 | 113 | 85 | 92
48	C[C@]12c3c4cc5c(c3-c3ccccc3[C@@H]1OC(=O)N2CC4)OCO5
  102 | 91 | 99 | 92 | 109 | 81 | 95 | 96
49	COc1ccc(NC(=O)c2sc3nc4c(cc3c2N)CN(CCc2ccccc2)CC4)cc1
  100 | 103 | 97 | 84 | 89 | 118 | 108 | 119
50	OC(c1ccccc1)c1nc2ccccc2[nH]1 (stereo not drawn)
  100&97 | 102&141 | 113&107 | 97&102 | 117 | 103&95 | 126 | 117
51	O=C1Nc2ccccc2/C1=C/c1c[nH]c2ccccc12
  72 | 77 | 92 | 63 | 83 | 44 | 77 | 66
52	O=C(O)CC1c2ccccc2-c2ccccc21
  104 | 111 | 95 | 102 | 95 | 93 | 105 | 98
53	CN(C)CCN(C)CC(C)(C)C(=O)/C=C/c1ccc(Cl)c(Cl)c1
  -98*[100 µM] | -31*[100 µM] | -97*[100 µM] | -66*[100 µM] | -21*[100 µM] | -84*[100 µM] | -26*[100 µM] | -23*[100 µM]
54	COc1ccc(-c2nn(-c3ccccc3)cc2/C=c2/sc3nc(-c4ccoc4C)nn3c2=O)cc1
  102&93 | 111&101 | 104&98 | 101&93 | 104&111 | 125&107 | 99 | 108&111
55	Cc1cc(O)c(C(C)C)cc1N=Cc1ccccc1[N+](=O)[O-]
  100 | . | 122 | 92 | 102 | 107 | 90 | 93
56	O=C1/C(=N\c2nnc(-c3ccc(Cl)cc3)s2)c2ccccc2N1Cc1ccccc1
  92 | 95 | 104 | 95 | 100 | 102 | 87 | 92
57	Nc1cccc2cccc(N)c12
  80&95 | 92&105 | 111&110 | 74&88 | 76&101 | 82&120 | 71&114 | 50&123
58	O/N=C(/CSc1n[nH]c(-c2ccncc2)n1)c1ccc(Cl)cc1
  95 | 92 | 101 | 87 | 101 | 106 | 101 | 109
59	O=C(C[n+]1cccc2ccccc21)c1ccc(F)cc1
  97 | 87 | 106 | 102 | 89 | 108 | 74 | 93
60	Cn1cc(-c2nc(-c3ccsc3)cs2)c2cccnc21
  77 | . | 95 | 52 | 102 | 51 | 86 | 93

# Some of the entries so far, with one line to a screen.
57	Nc1cccc2cccc(N)c12
58	O/N=C(/CSc1n[nH]c(-c2ccncc2)n1)c1ccc(Cl)cc1
59	O=C(C[n+]1cccc2ccccc21)c1ccc(F)cc1
60	Cn1cc(-c2nc(-c3ccsc3)cs2)c2cccnc21

Compound,57,58,59,60
MDA-MB-231,80&95,95,97,77
RPMI-8226,92&105,92,87,.
MDA-MB-435,111&110,101,106,95
MCF7,74&88,87,102,52
K-562,76&101,101,89,102
MDA-MB-468,82&120,106,108,51
SR,71&114,101,74,86
MOLT-4,50&123,109,93,93

# An excerpt from above in order of length of the SMILES, rising:
# Below each compound – MDA-MB-231 | RPMI-8226 | MDA-MB-435 | MCF7 | K-562 | MDA-MB-468 | SR | MOLT-4
26	CC(Nc1ccc(Br)cc1C(=O)O)C(=O)O (stereo not drawn)
  107 | 102 | 104 | 98 | 96 | 97 | 109 | 99
59	O=C(C[n+]1cccc2ccccc21)c1ccc(F)cc1
  97 | 87 | 106 | 102 | 89 | 108 | 74 | 93
10	CC12CCC3c4ccc(O)cc4CCC3C1CCC2OC1CCCCO1 (stereo not drawn)
  77 | 81 | 94 | 97 | 89 | 93 | 84 | 80
13	COc1ccc(N2CCN(/C(=N\c3sc(-c4ccccc4)nc3-c3ccccc3)c3ccccc3)CC2)cc1
  105 | 88 | 104 | 80 | 83 | 100 | 91 | 102

# High-throughput results: PubChem BioAssay, NCI
